Compound activity deposited in PubChem by National Center for Advancing Translational Sciences (NCATS).
HT1080 IDH1KD tx – qHTS for induction of synthetic lethality in tumor cells producing 2HG: qHTS for the HT-1080-IDH1KD cell line; HT-1080 IDH1 knockdown viability, ATP luminescence, 48 h; 2% of 360,000 active; Potency, µM (top dose mostly 46.1 µM), inactives show at the top dose activity, negative = toxicity, actives largely listed as cytotoxic;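 further: 0% = DMSO wells and -100% = cell-free medium wells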
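Using the IDH1-knockdown HT-1080 line run in the same batch and compound series as the NT line, viability after 48 h at 37 °C was determined by CellTiter-Glo luminescence and expressed as % activity.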
GLP1R ag – qHTS of GLP-1 Receptor Agonists | AID 624172, 2012 | HEK293 GLP-1R CRE-luciferase, luminescence, 4-6 h; cells express a hypersensitive GLP-1R form | 0.007% of 380,000 active | Potency, µM (highest dose often 45.6 µM), for the others: at the top dose activation, usual class: activators | Glucagon-like peptide 1 receptor (Homo sapiens), P43220; further: % of control where 0% means no effect
Target sequence (P43220 whole entry, looked up): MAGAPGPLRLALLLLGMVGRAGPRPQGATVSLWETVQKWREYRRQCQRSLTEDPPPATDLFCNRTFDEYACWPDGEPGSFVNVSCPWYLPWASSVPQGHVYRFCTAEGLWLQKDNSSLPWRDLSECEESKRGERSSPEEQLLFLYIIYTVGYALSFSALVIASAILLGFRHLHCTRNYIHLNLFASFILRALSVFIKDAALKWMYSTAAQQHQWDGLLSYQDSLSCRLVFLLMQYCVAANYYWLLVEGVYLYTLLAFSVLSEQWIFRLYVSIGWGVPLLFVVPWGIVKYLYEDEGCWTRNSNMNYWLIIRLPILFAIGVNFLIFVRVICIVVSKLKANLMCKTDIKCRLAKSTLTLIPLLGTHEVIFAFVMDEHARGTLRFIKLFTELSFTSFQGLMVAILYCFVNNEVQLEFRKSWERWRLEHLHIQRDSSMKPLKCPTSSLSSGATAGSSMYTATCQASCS
SW480 rereplic – A quantitative high throughput screen for small molecules that induce DNA re-replication in SW480 colon adenocarcinoma cells; SW480 DNA re-replication, Hoechst DNA content imaging, 48 h; Potency, µM (top dose mostly 46.1 µM), inactives show at the highest dose re-replication activation, usual class: activators; 1.8% of 340,000 active; further: % of control where 0% means no effect; nearly all actives have a fitted effect of over 55% in size
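First, 250 cells per well were seeded. Next, compound or vehicle (23 nL) was pinned in, plates sat 48 hr at 37 C. Finally Hoechst was added for 40 min before fluorescence scanning.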
GLP-1R inv ag – qHTS of GLP-1 Receptor Inverse Agonists (Inhibition Mode); Glucagon-like peptide 1 receptor (Homo sapiens), P43220; HEK293 GLP-1R CRE-luciferase, luminescence, 24 h; GLP-1R form is constitutively active; Potency, µM (series often up to 38.3 µM), inactives show at the highest dose activity change, negative = inhibition, actives largely listed as inhibitors; 1.6% of 410,000 active; AID 624417, 2012; further: on the % scale 0 is the no-effect control and ±100 the full control effect; nearly all actives have a fitted effect of over 55% in size
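Luminescence readout: a drop in cAMP-driven luciferase signal flags inverse agonism at a constitutively active GLP-1R stably expressed in HEK293. Compound exposure lasted 24 hr at 37 deg C, 5% CO2.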
KB-V1 cytotox – qHTS assay for MDR1-selective chemotherapeutics: Primary screen using the drug-selected MDR subline cells KB-V1; KB-V1 MDR cells viability, CellTiter-Glo, 72 h; Potency, µM (top dose mostly 46.1 µM), inactives show at the highest dose activity change, negative = cytotoxicity, hits mostly cytotoxic; 3.4% of 400,000 active; further: on the % scale 0 is the no-effect control and ±100 the full control effect; nearly all actives have a fitted effect of over 60% in size
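Readout: CellTiter-Glo luminescence, 10 min after addition. Cells: KB-V1 MDR subline, 72 h at 37 degrees C with compound. Analysis: corrected, normalized data fitted to concentration-effect curves.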
KB-3-1 tox – qHTS assay for MDR1-selective chemotherapeutics: Primary screen using the parental adenocarcinoma cell KB-3-1; Potency, µM (highest dose often 46.1 µM), without a hit: at the highest dose activity change, negative = cytotoxic, usual class: cytotoxic; KB-3-1 viability, CellTiter-Glo ATP luminescence, 72 h; 1.4% of 400,000 active; further: on the % scale 0 is the no-effect control and ±100 the full control effect; nearly all actives have a fitted effect of over 60% in size
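Using CellTiter-Glo luminescence, growth of non-resistant KB-3-1 adenocarcinoma cells is assessed 72 h after pin-tool compound addition at 37 °C. Normalized responses across the concentration series yield fitted curves.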
TDP43 rescue – qHTS of TDP-43 Inhibitors; TDP-43 expressing yeast growth rescue, BacTiter-Glo, 24 h; Potency, µM (series often up to 46.1 µM), without a hit: at the highest dose growth rescue (activation), usual class: activators; 1.8% of 410,000 active; further: % of control where 0% means no effect; nearly all actives have a fitted effect of over 50% in size
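Galactose-induced TDP-43 yeast, OD600=0.02, compound pinned; 24 hr, 30 deg C; BacTiter-Glo luminescence for growth. Inhibitors of TDP-43 toxicity read as activators.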
HT1080NT lethal – qHTS for induction of synthetic lethality in tumor cells producing 2HG: qHTS for the HT-1080-NT fibrosarcoma cell line. 1.6% of 360,000 active. Potency, µM (top dose mostly 46.1 µM), inactives show at the top dose activity, negative = less viability, hits mostly cytotoxic. HT-1080-NT fibrosarcoma viability, CellTiter-Glo ATP luminescence, 48 h;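 further: NT is the 2HG producing partner of a matched IDH1 knockdown line; 0% = DMSO-treated cells and -100% = media-only wells without cells; nearly all actives have a fitted effect of over 55% in size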
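Read-out is CellTiter-Glo luminescence after 10 minutes at room temperature, following 48 hours' compound treatment of HT-1080-NT cells (750 cells/well, RPMI, 5% FBS, 37 degrees C).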
HEK293 tox – qHTS of GLP-1 Receptor Inverse Agonists: Cytotox Screen; HEK293 cAMP-luciferase reporter cells, luminescence, 24 h; Potency, µM (highest dose often 38.3 µM), for inactives: at the top dose activity change, negative = inhibition, hits mostly inhibitors; 0.13% of 410,000 active;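 further: loss of luciferase light is scored as toxicity; on the % scale 0 is the no-effect control and ±100 the full control effect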
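MLSMR compounds, 24 hr on cells at 37 deg C/5% CO2; luminescence after luciferase reagent (12 min RT). Inhibition counted as the undesired cytotoxic outcome.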
The depositor's hits bear a star; ? = inconclusive; / = not tested or not shown; [ ] = another dose, or the depositor's remark. The call rests on the fitted dose curve; in most records, active means well fitted curve in the direction sought with a large enough effect; inconclusive means small, poorly fitted or top-dose-only effect, or another doubt; inactive means no such curve, though single readings can be large; an effect the other way counts as inactive or inconclusive. Potency means the concentration at half of the fitted maximal effect. Some of the compounds tested; rates above refer to the full screens.

SMILES | HT1080 IDH1KD tx | GLP1R ag | SW480 rereplic | GLP-1R inv ag | KB-V1 cytotox | KB-3-1 tox | TDP43 rescue | HT1080NT lethal | HEK293 tox
CCOP(=O)(OCC)c1nc(-c2ccc(C)cc2)oc1NCc1ccccc1 | -21% | 14% | 2% | -23% | ? | -15% | -9% | -5% | 30%
COCCn1c(-c2ccccc2)cc(C(=O)O)c1C | 12% | -9% | -1% | 8% | 0% | 9% | 3% | 10% | 7%
Cc1ccc(CNc2c(C)c(C)nc3nncn23)cc1 | / | / | / | -2% | -28% | -7% | 15% | / | 34%[activator]
Cc1ccc(N)c(C(=O)c2ccccc2)c1 | 0% | 0% | -4% | 3% | -2% | -4% | -16% | 0% | -11%
FC(F)(F)c1cc(-c2ccccc2)nc(N2CCCCCC2)n1 | 18% | 2% | -5% | ? | 10% | 18% | 5% | 20% | -3%
O=C1NC(=O)N(c2ccccc2)C(=O)/C1=C/c1coc2ccc(O)cc2c1=O | ? | -6% | 5% | 4% | -19% | 5% | 6% | -25% | -5%
CCOc1ccc(-c2cc(C)[n+](CCN3CCOCC3)c(-c3ccc(OCC)cc3)c2)cc1 | ? | -3% | ? | ? | 4% | ? | -21% | -9% | ?
CC1(O)CCN2C(=O)CCc3cccc1c32 (stereo unspecified) | -14% | -1% | -10% | -39% | -5% | 24% | 13µM* | -11% | -2%
O=c1[nH]c2ccccc2n1C1CCN(C(CCc2ccccc2)c2nnnn2Cc2ccccc2)CC1 (stereo unspecified) | 6.5µM* | -12% | / | ? | 6.5µM* | ? | ? | 7.3µM* | ?
CNC(=O)N(C)c1ccc(C(O)(C(=O)OC)C(F)(F)F)cc1 (stereo unspecified) | 12% | 5% | 5% | 18% | ? | 3% | 11% | 3% | 2%
CCNC(=O)NNC(=O)C1CC(c2cccnc2)=NO1 (stereo unspecified) | 13% | 1% | -1% | 5% | 1% | 3% | 9% | 6% | 7%
O=P(Oc1ccccc1)(Oc1ccccc1)N1CCN(c2ccc(F)cc2)CC1 | ? | -1% | 1% | ? | ? | 0% | 0% | ? | -20%
CCOC(=O)c1cccc(-[n+]2c(-c3ccccc3)cc(-c3ccccc3)cc2-c2ccccc2)c1 | 18µM* | 0% | ? | ? | 18% | ? | -9% | ? | ?
Cc1ccccc1C(O)(Cc1ccccc1)C1CN2CCC1CC2 (stereo unspecified) | ? | -1% | -8%[9.22 µM] | 0.79µM* | ? | 10µM* | -15% | ? | ?
COc1cccc(OC)c1CN1CCCC(C(=O)c2cccc(Cl)c2)C1 (stereo unspecified) | -13% | 0% | -7% | ? | ? | -6% | 5% | -19% | 1%
O=C(Nc1ccc(F)cc1F)c1cccnc1Oc1cccc(C(F)(F)F)c1 | 11% | 9% | -8% | 5% | 14% | 0% | -7% | -4% | 7%
Cc1cccc(Nc2cc(C)c3c(O)cccc3n2)c1C | ? | 9% | 21µM* | ? | -19% | ? | 16% | ? | ?
CCCCn1nnnc1C(c1ccnc2ccccc12)N1CCC2(CC1)C(=O)NCN2c1ccccc1 (stereo unspecified) | -1% | -2% | / | 7% | -14% | 0% | 10% | 10% | -3%
COCCCn1c(=O)/c(=C\c2ccccc2OC(F)F)s/c1=C(/C#N)C(=O)NCCOC | 4% | -1% | ? | 16% | 8% | -1% | 7% | -1% | 9%
Clc1ccc(-c2nc3ccc(Cl)cn3c2CN2CCCCC2)cc1 | 12% | 17% | -4% | ? | -26% | ? | -11% | 16% | -10%
COP(=O)(NC(C)=O)SC (stereo unspecified) | 13% | -4% | ? | 4% | 24% | 0% | 23% | 11% | -8%
OCCO | 6% | -2% | -48%[inhibitor] | 2% | -7% | 0% | 14% | 0% | 3%
Cc1oc(-c2cccc(Cl)c2)nc1CN1CCC(C(=O)NCCCN2CCN(c3cccc(Cl)c3)CC2)CC1 | / | / | / | ? | ? | ? | 13% | / | -3%
O=C(COC(=O)Cc1ccccc1)Nc1cc(S(=O)(=O)N2CCOCC2)ccc1N1CCCC1 | 26% | -3% | 1% | 27% | ? | 9% | 20% | 19% | -1%
CCCCn1c(O)c(C=NCCCn2ccnc2)c(=O)[nH]c1=O | 0% | -6% | -4% | -8% | 0% | -4% | -6% | -6% | 1%
Cn1c(=O)c2c(nc(N/N=C/c3c(O)n(C4CCCCC4)c(=S)[nH]c3=O)n2C)n(C)c1=O | -20% | -1% | -8% | 13% | -13% | -3% | ? | -18% | 106%[activator]
Cc1ccc(/C=C/C(=O)c2ccc(O)cc2)cc1 | ? | -3% | 18µM* | ? | ? | ? | 3% | -29% | ?
COC(=O)C1=C(c2cccc(OCc3ccccc3)c2)C[C@@H]2CC[C@H]1N2C(=O)NCc1ccc(OC)cc1 | -15% | 4% | -6% | ? | ? | 0% | 2% | -15% | -6%
O=C(N/N=C/c1ccncc1)c1ccccc1OCc1ccc(Br)cc1 | ? | 12% | ? | ? | ? | ? | 32µM* | ? | ?
COc1cc2c(cc1O)C[C@H]1c3c(cc(O)c(OC)c3-2)CCN1C | 2% | 0% | -12% | 8% | -7% | 0% | 22% | 22% | -7%
COc1ccc(CCNC(=O)COC(=O)Cc2ccccc2)cc1 | -4% | 3% | -28% | 1% | -11% | -2% | ? | -5% | -3%
C#CC[N+]1(C)[C@@H]2CC(OC(=O)C(CO)c3ccccc3)C[C@H]1C(O)C2 (stereo partly specified) | -1% | -6% | -1% | 4% | -3% | -2% | 1% | -4% | 14%
CCCC[n+]1cc(=N)o[n-]1 | 22% | -1% | -14% | 0% | 19% | 0% | -14% | 10% | -6%
O=C(/C(=C/O)N=Nc1ccc(Cl)cc1)c1ccncc1 | 21µM* | 0% | ? | ? | -14% | 13µM* | -91%[inhibitor] | ? | ?
CC(C)CCNC(=O)Cn1c(=O)oc2cc(S(=O)(=O)N3CCc4ccccc43)ccc21 | -6% | 7% | 13% | ? | -25% | -14% | 19% | -6% | 2%
Cc1ccc(CSc2n[nH]c(N)n2)cc1 | -14% | 8% | 15% | 51%[activator] | ? | -3% | -10% | 5% | 17%
COC(=O)C1=Nc2ccccc2/C1=C\c1c(O)n(-c2cc(OC)ccc2OC)c(=O)[nH]c1=O | -12% | -8% | 2% | 0% | ? | -2% | -3% | -1% | -7%
CC1CN=C(Nc2ccccc2)S1 (stereo unspecified) | 0% | 0% | 2% | 14% | 5% | 10% | -15% | -6% | 7%
OC1C2CN3CN(C2)CC1(c1ccccc1)C3 (stereo unspecified) | 21% | -1% | -12% | 3% | ? | -2% | -9% | 13% | -6%
CN(C)CCN(C(=O)c1cc(Cl)sc1Cl)c1nc2ccc(F)cc2s1 | -7% | -10% | -5% | ? | -16% | 0% | -4% | -1% | -12%[1.53 µM]

Some entries already given, reduced to KB-3-1 tox and SW480 rereplic.
molecule	KB-3-1 tox	SW480 rereplic
O=C(COC(=O)Cc1ccccc1)Nc1cc(S(=O)(=O)N2CCOCC2)ccc1N1CCCC1	9%	1%
CCCCn1c(O)c(C=NCCCn2ccnc2)c(=O)[nH]c1=O	-4%	-4%

Additional entries follow.
SMILES | HT1080 IDH1KD tx | GLP1R ag | SW480 rereplic | GLP-1R inv ag | KB-V1 cytotox | KB-3-1 tox | TDP43 rescue | HT1080NT lethal | HEK293 tox
CC(=O)OC(C)(C)/C=C/C(=O)[C@](C)(O)C1[C@H](O)C[C@@]2(C)C3CC=C4C(C[C@H](O)C(=O)C4(C)C)[C@]3(C)C(=O)C[C@]12C (stereo partly specified) | 0.033µM* | -9% | ? | ? | 0.92µM* | 0.037µM* | -3% | ? | -57%
COc1ccc2nc(NC(=O)c3cccc(-c4cc5ccccc5oc4=O)c3)sc2c1 | 18µM* | 1% | ? | ? | ? | ? | 7% | 15µM* | ?
COc1ccc(C(c2nnnn2Cc2ccccc2)N2CCC3(CC2)C(=O)NCN3c2ccccc2)cc1 (stereo unspecified) | ? | 3% | / | -31% | ? | ? | 8% | ? | -21%
CN1CC(C(=O)c2ccccc2)C(C(=O)c2ccccc2)C1 (stereo unspecified) | 12%[9.24 µM] | 5% | -4% | ? | ? | 0% | 3% | 14% | -1%
CN1CCCCC1Cc1ccccc1 (stereo unspecified) | 8% | 10% | / | 20% | 4% | 0% | 10% | ? | -4%
CN(C)c1ccc(N=Cc2c(O)n(CCC3=CCCCC3)c(=O)[nH]c2=O)cc1 | -1% | 1% | ? | 10% | 20% | 11% | -12% | 9% | 1%
Cc1ccccc1C(=O)Nc1cc(-c2ccc(Cl)cc2)nn1-c1ccccc1 | / | / | / | 10% | 14% | 1% | ? | / | 0%

2 of the compounds above, with two lines to a compound:
Screens in order – HT1080 IDH1KD tx	GLP1R ag	SW480 rereplic	GLP-1R inv ag	KB-V1 cytotox	KB-3-1 tox	TDP43 rescue	HT1080NT lethal	HEK293 tox
CN1CCCCC1Cc1ccccc1 (stereo unspecified)
→ 8%	10%	/	20%	4%	0%	10%	?	-4%
CN1CC(C(=O)c2ccccc2)C(C(=O)c2ccccc2)C1 (stereo unspecified)
→ 12%[9.24 µM]	5%	-4%	?	?	0%	3%	14%	-1%

Pulled one by one from the entries so far, three records:
SMILES | HT1080 IDH1KD tx | GLP1R ag | SW480 rereplic | GLP-1R inv ag | KB-V1 cytotox | KB-3-1 tox | TDP43 rescue | HT1080NT lethal | HEK293 tox
CC(=O)OC(C)(C)/C=C/C(=O)[C@](C)(O)C1[C@H](O)C[C@@]2(C)C3CC=C4C(C[C@H](O)C(=O)C4(C)C)[C@]3(C)C(=O)C[C@]12C (stereo partly specified) | 0.033µM* | -9% | ? | ? | 0.92µM* | 0.037µM* | -3% | ? | -57%
COc1ccc2nc(NC(=O)c3cccc(-c4cc5ccccc5oc4=O)c3)sc2c1 | 18µM* | 1% | ? | ? | ? | ? | 7% | 15µM* | ?
CN1CCCCC1Cc1ccccc1 (stereo unspecified) | 8% | 10% | / | 20% | 4% | 0% | 10% | ? | -4%
